Screening results as filed in PubChem.
C2C12 statin – suppressors of statin myotoxicity in C2C12 myotubes, primary screen, cell-based, single point, plate reader. C2C12 myotubes + simvastatin, ATP luminescence, 48 h; scaled: DMSO 0, geranylgeraniol control 100. rescue of ATP level, % at 7.49 µM. 330,000 compounds, 0.78% hits. AID 602340, 2012;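 active means mean ATP rescue above about 67%, or every replicate alone reaching that limit, limit read from the data, passing the limit was not always enough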;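 further: myotubes were challenged with 10 µM simvastatin during compound exposure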
FN deposit inh – inhibitors of fibronectin matrix deposition, primary screen, AH1F cells, Alexa488-fibronectin fluorescence, plate reader; AID 743247, 2014; 350,000 compounds, 0.086% hits; AH1F fibroblasts, overnight; inhibition, % at 12.6 µM;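 active means mean inhibition across replicates of 30% or more, regardless of how many single replicates reach that level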;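 further: positive control wells lacked labelled fibronectin entirely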
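Test system: AH1F fibroblast monolayer depositing Alexa488-labelled fibronectin into matrix. Input: 10000 cells per well. Technique: fluorescence, ex 485 nm, em 525 nm. Buffer or medium: DMEM plus 2% serum, read in PBS. Timing: 1 h cell adhesion before compound, then overnight fibronectin incubation. Compound: single dose, pinned. Read-out basis: inhibition from reduced deposited-fibronectin fluorescence.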
SIRT5 inh – SIRT5 desuccinylase inhibitors, primary screen, biochemical, fluorescence imaging, single point, set 5 | NAD-dependent protein deacylase sirtuin-5, mitochondrial (Homo sapiens), Q9NXA8 | Purified SirT5, succinyl-peptide AMC, trypsin-coupled fluorescence | inhibition, % at 15 µM | 330,000 compounds, 1.1% hits; in the data active means inhibition above about 15%
Target sequence (Q9NXA8 whole entry, looked up): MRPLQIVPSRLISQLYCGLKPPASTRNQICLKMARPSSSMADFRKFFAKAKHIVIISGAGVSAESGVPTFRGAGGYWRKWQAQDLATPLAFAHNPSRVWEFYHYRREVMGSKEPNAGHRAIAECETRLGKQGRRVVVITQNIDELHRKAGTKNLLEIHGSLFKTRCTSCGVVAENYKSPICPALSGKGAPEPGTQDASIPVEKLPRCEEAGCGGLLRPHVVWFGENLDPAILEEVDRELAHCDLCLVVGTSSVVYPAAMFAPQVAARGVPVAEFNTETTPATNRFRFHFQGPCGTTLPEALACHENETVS
CASP6 VEID inh – human caspase-6 inhibitors, primary screen, biochemical, VEID-R110 fluorescence, single point, set 2. P55212. purified caspase-6, Z-VEID-R110 cleavage fluorescence. inhibition, % at 12.5 µM. 350,000 compounds, 0.53% hits;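 active means mean inhibition across replicates at least about 35%, with every replicate also reaching that limit, limit read from the data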;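 further: 0% = median of neutral control wells and 100% = no fluorescence left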
Target sequence (P55212 24-179 limits assumed): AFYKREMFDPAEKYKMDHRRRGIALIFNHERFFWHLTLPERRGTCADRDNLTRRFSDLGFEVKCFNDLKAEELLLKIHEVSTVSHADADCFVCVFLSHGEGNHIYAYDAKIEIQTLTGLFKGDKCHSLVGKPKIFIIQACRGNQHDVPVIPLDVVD
Target sequence (P55212 194-293 limits assumed): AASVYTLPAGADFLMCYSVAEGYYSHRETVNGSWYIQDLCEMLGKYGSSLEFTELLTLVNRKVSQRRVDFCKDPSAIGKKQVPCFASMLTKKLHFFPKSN
S100A4 inh HTS – inhibitors of S100A4-myosin IIA peptide binding, primary screen, biochemical, fluorescence polarization, TAMRA-MyoIIA peptide. Protein S100-A4 (Homo sapiens), P26447. inhibition, % at 10.7 µM. 360,000 compounds, 0.14% hits;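 active means mean inhibition of at least 70% across replicates, with every replicate also reaching that level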
Target sequence (P26447 whole entry, looked up): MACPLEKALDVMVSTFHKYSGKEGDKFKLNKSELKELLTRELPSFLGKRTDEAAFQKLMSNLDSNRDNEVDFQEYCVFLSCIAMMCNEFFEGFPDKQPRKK
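Assay system: human S100A4 monomer with TAMRA-labelled myosin IIA peptide / Buffer or medium: Calcium-containing HEPES buffer, pH 7.2 / Reagent: TAMRA-labelled myosin IIA heavy-chain peptide probe, 5 nM / Compound: one dose per compound / Timing: polarization read 5 min after assay mix addition, stable 5–60 min / Benchmarks: neutral control DMSO, positive control TFP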
LGR2 inh – inhibitors of bursicon-induced LGR2 CRE-luciferase signal, primary screen, cell-based, HEK293, CRE-luciferase reporter, bursicon stimulation. inhibition, % at 9.99 µM. 380,000 compounds, 0.35% hits. Drosophila bursicon receptor LGR2 (rickets). bursicon-stimulated, 4 h;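 active means drop in luminescence signal, shown as inhibition above about 50% in the replicate tests, limit read from the data, passing the limit was not always enough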;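 further: agonist challenge used bursicon conditioned medium at about half maximal strength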
esBAF inh – Bmi1 luciferase reporter increase in mESCs, primary screen, esBAF inhibitor project, mouse ES cells, Bmi1 luciferase knock-in, single point. 24 h; 100% = twice the neutral-well signal. 350,000 compounds, 2% hits. reporter increase, % at 12.5 µM; in the data active means activation above about 40%;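 further: 0% = median of the plate's neutral control wells and 100% = double that signal; a rise in the Bmi1 reporter signal indicates esBAF inhibition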
The depositor's hits bear a star; x = no result given; & = joins results of further samples. Only part of the results is shown (hit frequency here may not be typical).

SMILES	C2C12 statin	FN deposit inh	SIRT5 inh	CASP6 VEID inh	S100A4 inh HTS	LGR2 inh	esBAF inh
CCN1CCN(C(=O)c2cc3cc(Cl)ccc3[nH]2)CC1	-1	3	-4	-5	-7	-22	3
CCOC(=O)Cn1c(=O)c(-c2ccccc2NCc2ccccc2)nc2ccccc21	2	-8	x	x	x	x	0
COc1ccc2c3c([nH]c2c1)[C@@H](CO)N(C(=O)C1CCC1)CC31CCN(Cc2nccs2)CC1	x	x	3	1	5	8	x
O=C(C[C@H]1CC[C@H](NC(=O)c2ccc3c(c2)OCO3)[C@@H](CO)O1)NCc1ccc(Cl)cc1	-1	x	0	-1	36	0	7
CC(=O)NCCNc1nc2cc(-c3cnn(CCC(C)C)c3)sc2c(=O)n1C	-19	9	-1	2	-25	9	0
O=C(c1cccnc1)N1CCCCN2[C@H](CO)[C@@H](c3ccc(C#Cc4ccccn4)cc3)[C@@H]2C1	3	x	31*	-2	16	6	1
CN1CCN(NC(=O)c2cc(Br)ccc2Cl)CC1	0	0	x	0	0	11	-6
CC(C)c1ccc(NC(=S)NNC(=O)c2cccs2)cc1	x	-2	-7	2	-6	-123	x
O=C1Nc2ccccc2N=C(c2ccccc2)C1N(Cc1ccc(F)cc1)C(=O)c1cccnc1 (stereo not drawn)	-5	-7	-1	-1	-1	12	-5
O=C(O)c1cccc(Nc2nc(N3CCOCC3)nc(N3CCOCC3)n2)c1	5	4	x	x	x	8	-11
O=C(Cc1ccncc1)N1CC[C@H]2[C@H](CO)Nc3ccc(-c4ccccc4)cc3[C@H]21	x	-5	-8	0	-2	7	x
Cn1c(CCN2CCCCC2)nc2cc(NC(=O)COc3ccc(Cl)cc3)ccc21	-14	15	-2	-12	14	-3	6
Cc1ccc(C23CC4CC(CC(NC(=O)NN)(C4)C2)C3)cc1	3	-7	-2	-6	3	0	-4
Clc1ccc(/C=N/Nc2nn[nH]n2)cc1	10	-3	x	x	x	x	-2
O=C(CN1CCOCC1)N1CCCCN2[C@H](C1)[C@H](c1ccc(C#Cc3ccccc3)cc1)[C@@H]2CO	x	x	9	2	1	1	x
CN(C)C(=O)c1cc2c(c(-c3cccc(-c4ccccc4)c3)n1)[C@H](CCO)N([S@@](=O)C(C)(C)C)C2	x	3	4	3	-37	6	x
O=C(CN1C(=O)CC(c2ccco2)Sc2ccccc21)NC1CCCCC1 (stereo not drawn)	-2	13	0	3	-6	10	17
O=C(O)CCCCCNS(=O)(=O)c1ccc2c3c(cccc13)C(=O)N2	10	-2	-14	14	-7	-4	6
CC(C)NC(=O)Nc1ccc2c(c1)C(=O)N([C@H](C)CO)C[C@@H](C)[C@H](CN(C)S(=O)(=O)c1cccs1)O2	x	2	x	x	x	-23	-2
O=C(C[C@@H]1C=C[C@@H](NS(=O)(=O)c2ccccc2)[C@H](CO)O1)N1CCN(c2ccccc2)CC1	x	x	-3	2	9	-11	x
COc1cc(C=NN2CCCCC2)cc(OC)c1OC	1	1	-5	2	-6	-3	-10
C[C@@H]1CN([C@H](C)CO)C(=O)c2cc(NS(=O)(=O)c3ccccc3)ccc2O[C@H]1CN(C)S(=O)(=O)c1cccs1	15	x	3	0	-1	-6	4
CC(C)(C)[C@@H]1COC(=O)[C@H](Cc2ccc(F)cc2)CC/C=C\C[C@@H](CC(=O)N(CCO)Cc2ccccc2)C(=O)N1	9	-5	0	0	2	-8	4
COc1cccc(CC(NC(C)=O)C(=O)NC2CCN(c3nnnn3-c3ccccc3)CC2)c1OC (stereo not drawn)	x	-5	-1	-5	0	10	x
COc1ccc(CNC(=O)CCc2nc3cc(S(=O)(=O)N(C)C)ccc3n2C)cc1OC	6	2	-1	-1	0	6	-10

Filtered by structure, the entries above containing a Cl atom (5)
SMILES	C2C12 statin	FN deposit inh	SIRT5 inh	CASP6 VEID inh	S100A4 inh HTS	LGR2 inh	esBAF inh
CCN1CCN(C(=O)c2cc3cc(Cl)ccc3[nH]2)CC1	-1	3	-4	-5	-7	-22	3
O=C(C[C@H]1CC[C@H](NC(=O)c2ccc3c(c2)OCO3)[C@@H](CO)O1)NCc1ccc(Cl)cc1	-1	x	0	-1	36	0	7
CN1CCN(NC(=O)c2cc(Br)ccc2Cl)CC1	0	0	x	0	0	11	-6
Cn1c(CCN2CCCCC2)nc2cc(NC(=O)COc3ccc(Cl)cc3)ccc21	-14	15	-2	-12	14	-3	6
Clc1ccc(/C=N/Nc2nn[nH]n2)cc1	10	-3	x	x	x	x	-2

Later entries:
SMILES	C2C12 statin	FN deposit inh	SIRT5 inh	CASP6 VEID inh	S100A4 inh HTS	LGR2 inh	esBAF inh
C[C@H](CO)N1C[C@H](C)[C@@H](CN(C)CC2CC2)Oc2c(NS(=O)(=O)c3ccccc3)cccc2C1=O	-8&9	-5	-1&3	0&-3	1&-13	12&3	4&1
C[C@H]1CCCCO[C@@H](CN(C)C(=O)Nc2ccc3c(c2)OCO3)[C@@H](C)CN([C@@H](C)CO)C(=O)c2cc(NC(=O)c3ccccc3)ccc2O1	x	x	0	-1	8	4	-4
COc1ccc(C(C)(NC(C)=O)c2nc(-c3ccncc3)cs2)cc1 (stereo not drawn)	-7	-5	x	-4	0	-35	3
Cc1n[nH]c(C)c1CCC(=O)N/N=C/c1c(C)[nH]c2ccccc12	x	4	-2	-4	-1	7	x
Cn1nc(/C=C/c2ccccc2)ccc1=O	-1	-2	0	0	-2	-5	25
COc1ccccc1C(=O)NNC(=O)c1ccccc1Br	-5	5	1	0	0	11	17
O=Nc1c(O)n(Cc2ccc(Cl)c(Cl)c2)c2ccccc12	4	25	x	x	x	x	-12
Cc1ccc(-n2c(=O)[nH]c3ncccc3c2=O)cc1	x	-2	0	-1	-2	-18	x
COc1cc2c3c(c1OC)C1(C=CC(=NNC(N)=O)C=C1)CC3N(C(C)=O)CC2 (stereo not drawn)	x	-1	0	0	-6	10	x
CCOc1ccc(-c2ccc(NS(=O)(=O)c3cc([N+](=O)[O-])c(C)c([N+](=O)[O-])c3)cc2)nn1	-3	-13	4	-6	-2	-5	-8
COc1ccccc1C#Cc1ccc([C@@H]2[C@H](CO)N3CCCCN(C(=O)C4CC4)C[C@@H]23)cc1	x	x	4	1	6	x	x
Cn1cnc(S(=O)(=O)N2CCCCN3[C@@H](CO)[C@@H](c4ccc(C#CC5CCCC5)cc4)[C@@H]3C2)c1	-7	x	4	-4	-3	-7	-1
Cc1noc(C)c1NC(=O)Nc1ccc2c(c1)CC(=O)N([C@@H](C)CO)C[C@H](C)[C@H](CN(C)Cc1ccc(Cl)c(Cl)c1)O2	17	x	-6	0	0	-7	5
COc1ccc(OC)c(NC(=O)CSc2nccn2Cc2ccco2)c1	x	14	1	12	15	-8	x
O=C(NCCOc1ccccc1)C1Nc2ccc(OC(F)(F)F)cc2C2C=CCC12 (stereo not drawn)	4	-12	x	x	x	-7	-3
COCCN(CCOC)Cc1cc(=O)oc2ccc3ccccc3c12	1	x	2	5	-4	-13	-4
Cc1ccc(S(=O)(=O)c2nnn3c2nc(N2CCC(C(N)=O)CC2)c2ccccc23)cc1C	10	9	-1	3	2	-18	-4
O=C1c2ccccc2C(=O)N1Cc1cc(-c2ccc(Cl)cc2)no1	13	x	-1	x	-15	6	0
C=C(C)c1nc(Oc2ccccc2)nc(Oc2ccccc2)n1	x	x	x	2	2	20	x
C[C@H](CO)N1C[C@H](C)[C@H](CN(C)C(=O)Nc2ccc3c(c2)OCO3)Oc2ccc(N(C)C)cc2C1=O	-7	x	-2	0	1	-20	-5
O=C(CSc1nc2c(cnn2-c2ccccc2)c(=O)[nH]1)N1CCCCC1	-16	10	-3	2	-1	-18	-3
O=C(Nc1ccc2c(c1)[C@@H]1C[C@H](CC(=O)N3CCOCC3)O[C@H](CO)[C@@H]1O2)c1ccc2c(c1)OCO2	-1	-10	x	x	x	-2	8
CC(=O)N(C)C[C@@H]1[C@@H](c2ccc(-c3cccc(C#N)c3)cc2)[C@H](CO)N1C(C)=O	-6	6	-2	-4	-5	-25	-5
O=C(NN1C(=O)c2ccccc2NC1c1ccc([N+](=O)[O-])o1)c1ccccc1 (stereo not drawn)	x	x	x	12	-7	35	x
COc1ccc(NC(=O)COc2cccc3c2CCN(Cc2cccnc2)C3=O)cc1	1	x	17*	-3	-2	-25	-19
Carrying on.
SMILES	C2C12 statin	FN deposit inh	SIRT5 inh	CASP6 VEID inh	S100A4 inh HTS	LGR2 inh	esBAF inh
CCn1ncc2c(OCc3ccc(C#N)cc3)cc(C)nc21	16	7	x	x	x	x	4
COc1ccc(NC(=O)Nc2cccc3c2O[C@@H](CN(C)C(=O)NC2CCCCC2)[C@@H](C)CN([C@@H](C)CO)C3=O)cc1	16	2	6	2	2	-19	25
COc1ccccc1CNC(=O)COC(=O)C12CC3CC(CC(O)(C3)C1)C2	3	x	-1	-6	-6	-2	1
Cc1ccc(S(=O)(=O)N2CCCCC2)cc1C(=O)OC(C)C(=O)NCC1CCCCC1 (stereo not drawn)	x	5	2	7	6	11	x
COc1ccc(C(=O)N(C)c2ccccc2C(=O)NCCc2ccccc2)cc1	x	1	-5	2	-1	-7	x
COc1ccc(CNC(=O)C(NC(C)=O)C(=O)Nc2ccc(C(C)C)cc2)cc1 (stereo not drawn)	x	-12	1	0	-4	-1	x
Cc1ccc(O)c(C2=Nc3ccccc3N=C(c3ccco3)C2)c1	-2	x	x	x	x	11	20
COc1ccc(CN(C)C[C@H]2Oc3ccc(NC(=O)Nc4c(C)noc4C)cc3C(=O)N([C@@H](C)CO)C[C@@H]2C)cc1	-9	-4	x	-1	-7	9	-5
NS(=O)(=O)c1ccc(N/N=C/c2ccc(O)cc2O)c([N+](=O)[O-])c1	14	7	14	1	-7	-5	-3
CC(C)CCn1c(=O)[nH]c2ccccc21	11	0	-1	0	0	-3	-4
CCc1c(C)nc2c(C#N)c[nH]n2c1=O	10	-2	-5	1	1	1	-10
COc1cc(C#Cc2ccc3cc(CCCO)oc(=O)c3c2)cc(OC)c1	-89	0	x	1	8	-30	7
CC1CCN(C(C)C(=O)Nc2ccccc2-c2ccccc2)CC1 (stereo not drawn)	12	-4	x	x	x	x	16
CC(=O)Nc1ccc(S(=O)(=O)N2CCC(c3nc4ccc(C)cc4[nH]3)CC2)cc1	-24	3	x	x	x	5	-6
O=C(NCc1ccccc1CN1CCCC1)c1cccc(S(=O)(=O)N2CCOCC2)c1	36	0	-15	-4	-6	2	-4
CC(C)[C@H](NC(=O)Nc1cccc(Br)c1)C(=O)O	x	-3	1	-1	3	-9	x
Clc1ccc(N/N=C/c2cccs2)nn1	x	x	-1	-2	0	-36	x
Cc1ccc(Sc2cnccc2C#N)cc1	6	-5	4	-1	2	9	-8
CS(=O)(=O)N1CC2(C1)[C@H](c1ccccc1)[C@@H](CO)N2CCC(F)(F)F	x	x	-5	-2	-9	6	x
Cc1ccc(N(CCC#N)C(=O)COC(=O)C2CCN(S(=O)(=O)c3ccc4c(c3)OCCO4)CC2)cc1	-11	-1	-10	0	-2	-4	-3
C[C@H]1CN([C@@H](C)CO)C(=O)c2cc(NC(=O)C3CCCCC3)ccc2O[C@@H]1CN(C)Cc1ccc(C(=O)O)cc1	-11	x	-4	0	-4	-1	-2
Cc1cccc(NC(=O)Nc2cnccn2)c1C	x	11	-3	-4	2	0	x
Cc1ccc(Cl)cc1N1CCN(C(=O)c2ccc(CS(=O)Cc3ccc(Cl)cc3)o2)CC1 (stereo not drawn)	-42	16	-4	4	-3	6	7
CCN1C(=O)CC(N2CCN(CC(=O)NC(C)C)CC2)C1=O (stereo not drawn)	-9	-12	x	x	x	-18	-1
